PMI activator: phosphomannose isomerase (human) activation; P34949; purified human PMI, coupled resazurin fluorescence, 20 min; hits give high values; 1 = vehicle control, 0 substrate-free wells; activation factor at 20 µM; hit rate 0.005% among 190,000; AID 1214;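 active means activation factor of 2 or more at 20 µM, relative to plate controls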
Target sequence (P34949 whole entry, looked up): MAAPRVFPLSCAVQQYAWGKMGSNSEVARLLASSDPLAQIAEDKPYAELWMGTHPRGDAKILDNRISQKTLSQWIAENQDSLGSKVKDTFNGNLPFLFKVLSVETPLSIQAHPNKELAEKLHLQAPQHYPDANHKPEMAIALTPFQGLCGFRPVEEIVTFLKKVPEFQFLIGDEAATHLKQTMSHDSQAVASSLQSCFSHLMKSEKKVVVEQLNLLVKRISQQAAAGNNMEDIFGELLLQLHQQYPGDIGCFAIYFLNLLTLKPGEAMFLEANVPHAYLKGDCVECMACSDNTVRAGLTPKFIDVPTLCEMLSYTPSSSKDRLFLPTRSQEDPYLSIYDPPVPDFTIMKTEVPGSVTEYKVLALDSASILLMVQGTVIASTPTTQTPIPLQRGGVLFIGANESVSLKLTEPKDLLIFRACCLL
L major viab: Leishmania major promastigote growth inhibition | AID 1063 | hit rate 9% among 200,000 | inhibition, % at 10 µM | Leishmania major promastigotes, resazurin fluorescence viability; in the data active means inhibition above about 50%;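 further: promastigotes grown with compound for 44 hours at 28 °C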
bIAP inhibitor: intestinal alkaline phosphatase (bovine) inhibition; purified bovine IAP, CDP-star luminescence, 30 min; inhibition, % at 20 µM; 190,000 tested, under 10 active; AID 1019;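 active means over 50% inhibition of intestinal alkaline phosphatase at 20 µM in the single-dose screen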
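Incubation: 30 min reaction at room temperature / Material: purified bovine intestinal alkaline phosphatase (IAP) enzyme / Input: enzyme at 1/65,000,000 dilution / Dosing: 20 µM single dose / Signal: CDP-star luminescence signal / Reagent: CDP-star chemiluminescent phosphatase substrate, 30 µM final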
Diaphorase act: activates diaphorase or chemically reduces, flagging diaphorase assay artifacts; hit rate 0.005% among 190,000; Diaphorase/resazurin coupled assay, resorufin fluorescence, 16 min; hits give high values; 1 = vehicle wells, 0 = NADH-free wells; activation factor at 20 µM;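 active means diaphorase activity raised at least twofold by the compound at 20 µM; inactive means activation factor below 2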
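Material: bacterial diaphorase enzyme (C. kluyveri); amount: enzyme 0.07 U/mL final; reagent: NADH substrate 0.114 mM plus resazurin dye 0.1 mM, final; doses: single compound dose of 20 µM, 1% DMSO final; timing: 16 min enzyme reaction, ambient temperature; measured by: fluorescence of resorufin, 544 nm excitation, 590 nm emission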
Diaph inh CS: inhibits diaphorase or chemically oxidizes, flagging diaphorase assay artifacts | diaphorase resazurin-to-resorufin fluorescence, NADH, 16 min; bacterial (C. kluyveri) enzyme, not human | inhibition, % at 20 µM | hit rate 0.69% among 190,000;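 active means primary screen inhibition at 20 µM above a set limit, cut at about 50% in these data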;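 further: plate controls were DMSO with full reaction for no effect and wells lacking NADH for full effect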
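Assay system: diaphorase enzyme from Clostridium kluyveri. Quantity: enzyme working solution with 0.14 U/mL diaphorase. Schedule: reaction incubation of 16 min at room temperature. Technique: resorufin fluorescence, excitation 544 nm, emission 590 nm. Controls: No-NADH positive control and DMSO neutral control.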
bIAP activator: intestinal alkaline phosphatase (bovine) activation; activation factor at 20 µM; hit rate 0.17% among 200,000; purified bovine IAP, CDP-star luminescence, 30 min; hits give high values; fold of DMSO-control signal, blank-subtracted; AID 1016;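 active means activation factor of 2 or more at 20 µM, a signal rise over negative controls twice the positive control's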
TNAP act hiacc: activators of human TNAP at high phosphate acceptor concentration; purified TNAP, CDP-star luminescence, 1 M DEA, 30 min; hits give high values; 0 = EDTA background, 1 = DMSO-only activity; activation factor at 20 µM; 200,000 tested, under 10 active;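 active means activation factor at least 2 at 20 µM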
Target sequence (P05186 whole entry, looked up): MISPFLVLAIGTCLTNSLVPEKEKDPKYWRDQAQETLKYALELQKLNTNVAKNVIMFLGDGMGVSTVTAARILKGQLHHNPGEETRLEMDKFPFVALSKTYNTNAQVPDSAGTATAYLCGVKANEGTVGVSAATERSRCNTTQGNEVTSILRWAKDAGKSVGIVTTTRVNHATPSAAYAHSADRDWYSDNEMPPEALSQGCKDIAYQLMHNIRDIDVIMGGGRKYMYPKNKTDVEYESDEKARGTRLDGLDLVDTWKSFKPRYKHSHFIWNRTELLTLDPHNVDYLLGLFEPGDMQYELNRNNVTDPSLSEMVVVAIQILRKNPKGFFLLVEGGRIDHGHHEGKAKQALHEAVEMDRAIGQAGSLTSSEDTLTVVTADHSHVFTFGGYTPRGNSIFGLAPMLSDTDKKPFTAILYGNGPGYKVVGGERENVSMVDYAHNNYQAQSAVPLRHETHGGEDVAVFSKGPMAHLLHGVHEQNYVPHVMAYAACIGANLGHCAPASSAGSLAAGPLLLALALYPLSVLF
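system = human TNAP | amount = enzyme diluted 1/800 final | reagent = 100 µM CDP-star substrate | signal = luminescent substrate turnover signal | dosing = one dose, 20 µM | benchmarks = EDTA negative control, DMSO positive control | measure = activation factor | timing = 30 min reaction, room temperature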
PMI act hi M6P: PMI (human) activation, high substrate. P34949. coupled PMI enzyme assay, resazurin fluorescence, 20 min; hits give high values; 1 = untreated enzyme, 0 = substrate-free blank. activation factor at 20 µM. hit rate 0.34% among 190,000. AID 1216;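 active means activation factor of 2 or more at 20 µM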
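Test system: human phosphomannose isomerase with PGI, G6PDH, diaphorase coupling enzymes / Doses: 20 µM compound, 1% DMSO / Times: enzyme reaction with compound 20 min at room temperature / Measured by: Diaphorase-driven resazurin-to-resorufin fluorescence, excitation 544, emission 590 nm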
TNAP inh hiacc: TNAP (human) inhibition, high acceptor | P05186 | purified TNAP, CDP-star luminescence, 1 M DEA | inhibition, % at 20 µM | hit rate 0.03% among 200,000 | AID 1135;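 active means over 50% inhibition of tissue-nonspecific alkaline phosphatase at 20 µM in the single-dose screen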;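 further: plate controls were DMSO wells for no effect and EDTA-quenched wells as full inhibition for full effect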
TNAP inh noacc: inhibitors of human TNAP without phosphate acceptor. inhibition, % at 20 µM. hit rate 0.26% among 200,000. P05186. AID 1012. purified TNAP, CDP-star luminescence, 30 min;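 active means tissue-nonspecific alkaline phosphatase inhibition above about 50% at 20 µM in the single-dose screen, limit read from the data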;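 further: 0% = DMSO negative control and 100% = EDTA positive control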
Starred values were filed as active, the others as inactive; · = not tested or not shown.

Fields: L major viab	TNAP inh hiacc	bIAP inhibitor	bIAP activator	Diaphorase act	PMI activator	Diaph inh CS	PMI act hi M6P	TNAP act hiacc	TNAP inh noacc
- COCCNC(=O)Cn1cc(C(=S)N2CCOCC2)c2ccccc21
    -4	-2	-3	1	0.9	0.9	6	1	1	-8
- CCC(O)CNc1nc(-n2nc(C)cc2C)nc2sc3c(c12)CCCC3 (stereo unspecified)
    ·	-3	4	1	0.9	1	11	0.9	1	-10
- CC(C)(C)c1ccc(NC(=O)CSc2nnc(-c3n[nH]c4ccccc34)o2)cc1
    4	0	-3	1	0.8	0.8	16	0.9	1	-45
- Cc1ccc(C2/C(=C(\O)c3ccc4c(c3)OCCO4)C(=O)C(=O)N2CCCN(C)C)o1 (stereo unspecified)
    -1	-4	-8	1.1	0.9	1	11	0.9	1	-6
- CCCC(=O)OCCn1c(Br)nc2c1c(=O)[nH]c(=O)n2C
    -5	-4	8	0.9	1	1	-2	1	1	-10
- COc1ccc(OC)c(-n2c(CN3CCC(C(N)=O)CC3)nc3ccccc3c2=O)c1
    -2	-3	-6	1.1	1	0.9	3	1	1	-13
- O=C(Cc1c(Cl)cccc1Cl)OCC(=O)N1CCc2ccccc2C1
    1	-7	31	0.7	0.9	0.9	11	1	1.1	-14
- Cn1cnnc1SCc1ccc(C#N)cc1
    -4	-6	9	0.9	1	1.1	5	1.1	1.1	-18
- O=C1C2CC=C(Cl)CC2C(=O)N1c1ncn[nH]1 (stereo unspecified)
    0	3	-1	1	1	1	3	1	1	-36
- Cc1ccc(S(=O)(=O)Nc2cccc(/C=C/C(=O)O)c2)cc1
    -1	-4	2	1	0.9	1	10	1	1	-13
- O=C(NCc1ccncc1)C(=O)NCC(c1ccccc1)c1ccccc1
    57*	-2	2	1	1	1	0	1	1	-10
- C/C(=N\NC(=O)c1cccc(N/N=C(\C)c2ccco2)c1)c1ccco1
    -14	-3	-3	1	0.9	1.1	14	0.8	1	-17
- O=C(Nc1nn[nH]n1)c1ccc(S(=O)(=O)N2CCCCC2)cc1
    -5	-7	29	0.7	0.8	1.1	20	1.1	1.1	2
- CCOC(=O)C1C(=O)CC(C)(O)C(C(=O)OCC)C1c1ccc(F)cc1 (stereo unspecified)
    0	-4	3	1	1	1.1	0	1	1	-1
- CCOC(=O)C1=C(CC)OC(N)=C(C#N)C1c1cccs1 (stereo unspecified)
    5	-4	7	0.9	0.9	1	8	1	1	-1

Three compounds from above, ordered by the value under bIAP inhibitor, high to low.
structure | bIAP inhibitor
Cn1cnnc1SCc1ccc(C#N)cc1 | 9
CCOC(=O)C1=C(CC)OC(N)=C(C#N)C1c1cccs1 (stereo unspecified) | 7
Cc1ccc(C2/C(=C(\O)c3ccc4c(c3)OCCO4)C(=O)C(=O)N2CCCN(C)C)o1 (stereo unspecified) | -8

(further entries)
Fields: L major viab	TNAP inh hiacc	bIAP inhibitor	bIAP activator	Diaphorase act	PMI activator	Diaph inh CS	PMI act hi M6P	TNAP act hiacc	TNAP inh noacc
- CCOC(=O)N1CCN(Cc2c(NC(=O)c3ccco3)sc(C)c2C)CC1
    3	5	-5	1	0.9	0.9	12	1	0.9	-1
- O=C(COC(=O)Cn1cnc2ccccc2c1=O)Nc1ccc(Cl)cc1
    -8	-1	6	0.9	0.9	1	15	1	1	-11
- COc1ccc2c(c1)CCc1c(C(=O)Nc3c(C)n(C)n(-c4ccccc4)c3=O)noc1-2
    8	-7	3	1	0.7	0.9	26	0.8	1.1	-8
- Cn1c(SCC(=O)c2c(N)n(C)c(=O)n(C)c2=O)nnc1-c1ccccc1
    66*	-4	24	0.8	1	1.1	-4	1.2	1	1
- CC1=C(C(=O)OCC(C)C)C(c2ccc(F)cc2)NC(=O)N1 (stereo unspecified)
    9	-6	15	0.9	0.8	0.9	19	0.9	1.1	-14
- Cc1cc(C)n(CC(=O)NCc2cc(-c3nn(C)c(=O)c4ccccc34)ccc2C)n1
    -3	-1	4	1	0.8	0.9	16	1	1	-7
- CC(=O)c1cccc(NS(=O)(=O)c2ccc3c(c2)oc(=O)n3C)c1
    0	-2	2	1	0.9	0.8	13	0.9	1	-8
- COc1cc(/C=N/NC(=O)c2ccccc2)ccc1O
    -2	-2	-5	1.1	1	1.1	0	1.1	1	-9
- COc1cccc(-n2cn[nH]c2=S)c1
    4	-4	30	0.7	1.1	0.8	-5	1	1	-11
- CCn1ccnc1C(O)c1cccc(OC)c1 (stereo unspecified)
    -1	-7	20	0.8	0.8	1	20	1	1.1	-10
- Cc1nc2sccc2c(=O)n1-c1cccc(Cl)c1
    -2	-1	6	0.9	0.9	1	13	0.9	1	-4
- N#Cc1c(C#N)c(-c2ccccc2)n(-c2ccc(C(=O)O)cc2)c1N
    -5	-5	12	0.9	0.9	1	8	1	1	-14
- CCN(CC)S(=O)(=O)c1ccc(C(=O)Nc2ncn(Cc3ccccc3)n2)cc1
    -3	-4	0	1	0.9	1	10	1	1	-17
- COc1ccccc1NC(=O)CSc1ncn(-c2ccccc2)n1
    6	-1	32	0.7	0.9	1	10	1.1	1	-6
- Fc1ccc(-c2cc(C(F)(F)F)nc(N3CCCCC3)n2)cc1
    4	-4	12	0.9	1	1	-5	1	1	-9
- O=[N+]([O-])c1ccc(-c2ccc(/C=N/c3c(-c4ccco4)nc4ccccn34)o2)cc1
    2	16	28	0.7	0.8	0.9	15	0.8	0.8	14
- Cc1ccc(C2CC(=O)C(C=NCCN3CCN(C(=S)Nc4ccccc4)CC3)=C(O)C2)cc1 (stereo unspecified)
    -4	-2	-12	1.1	0.9	1	6	1	1	-22
- COc1ccc2c(-c3ccccc3)cc(N3CCOCC3)nc2c1
    7	-1	-2	1	0.9	0.9	15	0.9	1	-8
- O=C(Nc1ccccc1)N(CCc1nc2ccccc2[nH]1)C1CCCC1
    15	-9	1	1	0.8	0.9	21	0.9	1.1	-24
- COc1ccc(N/C=C/C(=C(C#N)C#N)N(C)C)cc1
    0	-8	-14	1.1	1	1	0	1	1.1	-12
- Cc1ccc(N)c(C(O)(C(F)(F)F)C(F)(F)F)c1
    -6	-2	3	1	0.8	0.9	16	1	1	-11
- COc1ccc(C(=O)NCCc2nnc3ccc(SCC(=O)Nc4cc(C)on4)nn23)cc1
    -4	-2	-1	1	0.8	1	16	1.1	1	-10
- N#Cc1ccc(-c2ccc(OCC(O)Cn3nnc4ccccc43)cc2)cc1 (stereo unspecified)
    1	-1	-2	1	0.9	0.9	12	0.9	1	-1
- O=C(NCc1ccccc1Cl)c1csc2c1CCCCC2
    12	-4	28	0.7	1	1	-5	1.1	1	-12
- COc1cccc(-n2c(SCc3cc(=O)oc4cc(O)c(O)cc34)nc3ccccc3c2=O)c1
    -8	25	-2	1	0.4	0.4	59*	0.5	0.8	46
- COc1ccc2oc(C(=O)NC(C)(C)C)c(C)c2c1
    24	-2	-14	1.1	1	1.1	-2	1	1	-4
- C=CCn1c(SCc2cc(C(=O)OC)c(C)o2)nnc1-c1ccncc1
    -6	0	-2	1	0.8	1	18	0.9	1	0
- CCn1c(C)cc(/C=C2\SC(=O)N(CC(=O)Nc3ccc(C)c(C)c3)C2=O)c1C
    -4	-5	3	1	0.9	0.9	6	0.9	1.1	-12
- O=C(c1ccc2c(c1)OCO2)N1CCN(c2ccccc2F)CC1
    27	-2	1	1	0.9	1	9	0.9	1	-2
- CCC(CC)C(=O)Nc1cccc(C(=O)c2ccccc2)c1
    7	-4	20	0.8	0.9	1	7	1.1	1	-23

One compound at a time (already shown). Order of values: L major viab | TNAP inh hiacc | bIAP inhibitor | bIAP activator | Diaphorase act | PMI activator | Diaph inh CS | PMI act hi M6P | TNAP act hiacc | TNAP inh noacc
`CCn1c(C)cc(/C=C2\SC(=O)N(CC(=O)Nc3ccc(C)c(C)c3)C2=O)c1C` is entered as -4 | -5 | 3 | 1 | 0.9 | 0.9 | 6 | 0.9 | 1.1 | -12
`N#Cc1ccc(-c2ccc(OCC(O)Cn3nnc4ccccc43)cc2)cc1` (stereo unspecified) is entered as 1 | -1 | -2 | 1 | 0.9 | 0.9 | 12 | 0.9 | 1 | -1
`CCC(CC)C(=O)Nc1cccc(C(=O)c2ccccc2)c1` is entered as 7 | -4 | 20 | 0.8 | 0.9 | 1 | 7 | 1.1 | 1 | -23
`Cc1ccc(C2CC(=O)C(C=NCCN3CCN(C(=S)Nc4ccccc4)CC3)=C(O)C2)cc1` (stereo unspecified) is entered as -4 | -2 | -12 | 1.1 | 0.9 | 1 | 6 | 1 | 1 | -22

Further results
Fields: L major viab	TNAP inh hiacc	bIAP inhibitor	bIAP activator	Diaphorase act	PMI activator	Diaph inh CS	PMI act hi M6P	TNAP act hiacc	TNAP inh noacc
- Nc1nnc(Cc2ccccc2)s1
    -3	-5	14	0.9	0.9	0.9	10	1	1	-12
- CCOC(=O)c1c(NC(=S)Nc2ccccc2)sc2c1CC(C)(C)SC2
    8	0	8	0.9	0.9	0.8	6	1	1	2
- Cc1cc(NC(=O)CSc2nc(C(C)C)nc3sc4c(c23)CCC(C)C4)no1 (stereo unspecified)
    1	-3	-6	1.1	1	1	1	1	1	-13
- CCCC(=O)NC(C)c1nc2ccccc2[nH]1 (stereo unspecified)
    0	-1	-2	1	0.9	0.8	10	0.8	1	-2
- CC(=O)Nc1ccccc1Sc1ccc2c3c(cccc13)C(=O)N(c1ccc(C)cc1)C2=O
    30	-2	30	0.7	1.1	1.1	-6	1.1	1	-16
- CCOC(=O)Cc1csc(NS(=O)(=O)c2ccc(F)cc2)n1
    -10	-2	-5	1	0.9	1	7	1	1	-14
- CCNC(=O)c1c(NC(=O)C2COc3ccccc3O2)sc2c1CCCC2 (stereo unspecified)
    2	0	31	0.7	1	1	4	1	1	-8
- CC1CN(CCCSc2ccc(Cl)cc2)CC(C)O1 (stereo unspecified)
    85*	-8	5	0.9	0.9	0.9	9	0.9	1.1	-16
- Cc1ccc(C)n1-c1ccc(NC(=O)c2ccccc2)cc1
    58*	-5	2	1	0.9	1	8	0.9	1	-9
- NCC(c1ccccc1)c1c[nH]c2ccccc12 (stereo unspecified)
    5	-6	13	0.9	1.1	1.1	-11	1.1	1.1	-15
- COc1ccc(N/N=C2/CCCCC2=O)cc1
    68*	-1	8	0.9	0.9	1.5	13	2*	1	-7
- Cn1c(-c2sc3cc(C(F)(F)F)cnc3c2-c2cccnc2)n[nH]c1=S
    -1	4	10	0.9	0.8	0.9	18	1	1	11
